# TR SRC2 fluor cs = alters Texas Red total fluorescence, flagging assay interference; Potency, µM (titrated, usually from 106 µM), for the others: top-dose fluorescence change, negative = quenching; TRb/SRC2 Texas Red total fluorescence interference; 0.29% of 280,000 active; active = well fitted curve in either direction with a large enough effect; inconclusive = small, poorly fitted or top-dose-only effect; note: potency is the fitted concentration of half-maximal effect; % is set by controls: 0 for no effect and ±100 for the full control effect
#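 Human TRb ligand-binding domain at 0.6 uM with 20 nM Texas Red SRC2 peptide in Tris buffer containing 1 uM T3 and 5% DMSO, incubated with compound 5 h at ambient temperature. Total fluorescence (555/632 nm) calculated as parallel + 2 × perpendicular.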
# Tau fluor counter = counter-screen for tau fibril formation inhibitors; Potency, µM (series often up to 57.7 µM), without a hit: top-dose activity change, negative = decrease; tau K18 P301L (four-repeat tau fragment) Alexa594 fluorescence, heparin fibrillization; AID 1463; 0.93% of 280,000 active; note: potency is the fitted concentration of half-maximal effect; % is set by controls: 0 for no effect and ±100 for the full control effect; nearly all actives have a fitted effect of over 55% in size
#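 Human K18 P301L tau (15 uM unlabeled plus 0.24 uM Alexa 594-labeled, final) in 100 mM sodium acetate pH 7 was mixed with compound and 20 uM heparin and incubated 6 hr at 37 C.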
# CBFb-RUNX1 inh = inhibitors of human CBF-beta and RUNX1 interaction; Q01196+Q13951; AlphaScreen CBFb-His/RUNX1-biotin binding, biochemical; Potency, µM (series often up to 59.8 µM), for the others: top-dose activity, negative = inhibition, usual class: inhibitors; 230,000 tested, under 10 active; AID 1477; note: % of control where 0% means no effect
#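 Inhibition was taken as any reduction in AlphaScreen signal from the CBF-beta–RUNX1 pair (His and biotin tags, 30 nM each), measured after compound (15 min) and bead (90 min) incubations at room temperature.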
# NPSR antagonist = neuropeptide S receptor (human) antagonism, cAMP; Q6W5P4; CHO-NPSR cells, cAMP TR-FRET, antagonist mode; Potency, µM (titrated, usually from 38.3 µM), inactives show at the top dose activity change, negative = inhibition, most hits filed as inhibitors; 1% of 220,000 active; AID 1461; note: potency is the fitted concentration of half-maximal effect; % is set by controls: 0 for no effect and ±100 for the full control effect; nearly all actives have a fitted effect of over 50% in size; many of its hits are not listed in these tables
# TRb-SRC2 inh = TRbeta-SRC2 interaction inhibition | TRbeta-SRC2 peptide binding, fluorescence polarization; receptor liganded with 1 µM T3 | Potency, µM (top dose mostly 106 µM), for the others: top-dose activity change, negative = inhibition, hits mostly inhibitors | 0.065% of 280,000 active | AID 1469;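 note: potency is the fitted concentration of half-maximal effect; plate controls were bound peptide for no effect and peptide without receptor for full effect; nearly all actives have a fitted effect of over 50% in size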
# Target sequence (P10828 whole entry, looked up): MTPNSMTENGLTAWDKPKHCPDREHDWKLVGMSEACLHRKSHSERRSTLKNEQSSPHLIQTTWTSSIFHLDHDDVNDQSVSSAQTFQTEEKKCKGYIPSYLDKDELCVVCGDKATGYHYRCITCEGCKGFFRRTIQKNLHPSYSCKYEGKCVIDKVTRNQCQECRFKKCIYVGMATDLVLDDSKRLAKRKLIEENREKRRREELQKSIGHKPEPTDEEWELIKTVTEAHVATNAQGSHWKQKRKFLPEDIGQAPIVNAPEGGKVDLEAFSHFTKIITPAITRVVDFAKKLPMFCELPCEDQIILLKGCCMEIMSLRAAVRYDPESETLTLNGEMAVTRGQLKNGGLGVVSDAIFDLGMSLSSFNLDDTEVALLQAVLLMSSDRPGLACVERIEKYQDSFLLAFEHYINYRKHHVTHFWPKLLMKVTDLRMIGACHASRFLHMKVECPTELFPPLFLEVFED
#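 Compounds were added to 0.6 uM TRb ligand-binding domain and 20 nM Texas Red-labeled SRC2 peptide in Tris buffer containing 1 uM T3, incubated 5 hr at ambient temperature, then read by fluorescence polarization.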
# Epigenetic reg = derepresses silenced GFP reporter in murine cells. Potency, µM (doses to about 53.9 µM), without a hit: top-dose GFP activation, usual class: activators. 0.2% of 280,000 active. murine LDR cells, GFP reporter derepression, 30 h; note: potency is the fitted concentration of half-maximal effect; % of control where 0% means no effect; nearly all actives have a fitted effect of over 60% in size
#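 Reporter derepression read as number of fluorescent GFP-positive objects, 20-120 um in size, counted by laser-scanning cytometer. Mouse LDR line with an epigenetically silenced CMV-GFP locus; compound incubation 30 h, 37 C.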
# Tau FP inhib = blocks human tau fibril formation measured by polarization; P10636; K18 P301L tau heparin fibrillization, Alexa594 FP, 6 h; Potency, µM (top dose mostly 57.7 µM), without a hit: at the highest dose activity, negative = inhibition, most hits filed as inhibitors; 0.39% of 280,000 active; AID 1468; note: potency is the fitted concentration of half-maximal effect; % is set by controls: 0 for no effect and ±100 for the full control effect; nearly all actives have a fitted effect of over 55% in size
# Target sequence (P10636 561-689 P618L limits assumed): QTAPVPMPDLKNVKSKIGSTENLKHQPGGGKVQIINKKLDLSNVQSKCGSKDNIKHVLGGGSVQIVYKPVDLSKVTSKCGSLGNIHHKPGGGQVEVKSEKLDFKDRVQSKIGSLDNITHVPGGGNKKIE
#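 Quantitative HTS format: compounds meet 15 uM recombinant K18 P301L tau and Alexa 594-tau tracer in 100 mM sodium acetate pH 7; 20 uM heparin triggers fibrillization at 37 C over 6 hr; FP gives the signal.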
# aGal spleen mod = inhibitors or activators of human alpha-galactosidase in spleen homogenate; P06280; human spleen homogenate, 4MU-alpha-Gal fluorescence, 40 min; Potency, µM (doses to about 80 µM), inactives show at the highest dose activity change, negative = inhibition, most hits filed as inhibitors; 0.008% of 240,000 active; AID 2107;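 note: potency is the fitted concentration of half-maximal effect; 0% = enzyme with vehicle and -100% = no enzyme basal signal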
# Target sequence (P06280 32-429 limits assumed): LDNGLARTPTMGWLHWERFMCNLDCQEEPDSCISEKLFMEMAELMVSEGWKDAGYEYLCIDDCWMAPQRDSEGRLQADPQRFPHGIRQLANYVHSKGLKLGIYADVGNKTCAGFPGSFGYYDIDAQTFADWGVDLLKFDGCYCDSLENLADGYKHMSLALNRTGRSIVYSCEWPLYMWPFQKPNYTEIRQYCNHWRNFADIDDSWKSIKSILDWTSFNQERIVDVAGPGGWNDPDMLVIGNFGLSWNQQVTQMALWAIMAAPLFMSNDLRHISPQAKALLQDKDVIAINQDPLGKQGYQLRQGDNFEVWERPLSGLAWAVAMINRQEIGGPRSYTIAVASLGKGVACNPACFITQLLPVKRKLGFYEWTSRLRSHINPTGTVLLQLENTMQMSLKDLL
#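 qHTS titration in buffer at pH 5.0. Alpha-galactosidase activity in spleen homogenate was measured via 4-methylumbelliferone release from 1 mM fluorogenic substrate after 40 min at 37C and a pH 10 stop. AC50 came from Hill fits of control-normalized data.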
# * marks the source's active call; other numbers are inactive results; ? = inconclusive; nt = not tested or not shown; [ ] = remark or other dose. Unless noted, calls come from the whole dose curve; as a rule, active = well fitted curve in the direction sought with a large enough effect; inconclusive = small, poorly fitted or top-dose-only effect, or another doubt; inactive = no such curve, though single readings can be large; an effect the other way counts as inactive or inconclusive. Not all compounds are listed; rates above refer to the full screens.
SMILES,TR SRC2 fluor cs,Tau fluor counter,CBFb-RUNX1 inh,NPSR antagonist,TRb-SRC2 inh,Epigenetic reg,Tau FP inhib,aGal spleen mod
Cc1onc(-c2c(Cl)cccc2Cl)c1NC(=O)N1CCSCC1,1%,-11%,5%,-16%,-1%,-0.3%,-4%,2%
COc1cc(N(C)C)c([N+](=O)[O-])cc1C(=O)N1CCOCC1,-1%,-11%,2%,-7%,-2%,-1.9%,-7%,-10%
O=C(CSc1nc2ccccc2c(=O)n1-c1ccc(F)cc1)Nc1cc(S(=O)(=O)N2CCOCC2)ccc1Cl,-1%[53 µM],-4%,8%,3%,-8%[53 µM],-0.3%,-4%,1%
Cc1ccc(S(=O)(=O)c2c(N)n(NC(=O)c3ccccc3C)c3nc4ccccc4nc23)cc1,2%,-30%,7%,-24%[46.1 µM],-1%,-4.1%,?,0%
N#C/C(=C\c1ccccc1)C(=O)Nc1sc2c(c1C(N)=O)CCC2,0%,-7%,nt,nt,-5%,5.0%,8%,nt
CC(C)C[C@H](NC(=O)Nc1ccccc1F)C(=O)O,-1%,-1%,8%,-3%[46.1 µM],2%,0.8%,1%,1%
O=C(/C=C1\NC2(CCCC2)Cc2ccccc21)N1CCOCC1,-3%,-3%,3%,0%[46.1 µM],-12%,0.0%,5%,1%
CCCCNS(=O)(=O)c1cccc(S(=O)(=O)N2CCCC2)c1,1%,-2%,3%,-9%[46.1 µM],2%,4.4%,1%,5%
CCN(CC)CCC(c1ccc(N(C)C)cc1)c1c(OC)cc(OC)c2c1OC(=O)CC2c1ccc(N(C)C)cc1 (stereo not given),-1%,nt,?,nt,1%,nt,nt,-6%
Cc1ccc(S(=O)(=O)NCC(c2ccc(N(C)C)cc2)N2CCc3ccccc32)cc1 (stereo not given),-1%,?,nt,nt,-8%,-2.4%,2%,nt
CCn1cc(C(=O)NCCCOC)c(=O)c2cc(S(=O)(=O)N(C)C3CCCCC3)ccc21,0%,-9%,6%,-15%,4%,-1.0%,8%,1%
O=C(c1cc(-c2ccc(Cl)cc2)n(-c2ccc(Cl)c(Cl)c2)n1)N1CCOCC1,-1%,-17%,7%,?,-9%,1.8%,-22%,-2%
Cc1ccc2[nH]c(C)c(CCNC(=O)NC3CCCCC3)c2c1,-2%,-19%,-3%,-5%,-5%,4.7%,4%,-3%
Cc1onc(-c2ccccc2Cl)c1C(=O)OCC(=O)c1ccccc1,-1%,?,22%,-23%[46.1 µM],-1%,2.1%,-13%,-2%
Cc1cccc(-c2nnc(SCc3ccc(C#N)cc3)n2Cc2ccco2)c1,-1%,-11%,-4%,-20%[46.1 µM],1%,-2.1%,-7%,6%
CCCCCC(=O)Nc1ccc2oc(-c3ccncc3)nc2c1,0%,-3%,5%,-5%[46.1 µM],-16%,-3.9%,1%,-5%
CCN(CC)S(=O)(=O)c1cccc(-c2nnc(SCC(=O)NC)n2N)c1,-1%,2%,?,18%,-11%,4.8%,0%,7%
CCOC(=O)c1nc(-c2ccc3c(c2)OCO3)[nH]c1C,-4%,-8%,0%,-1%[46.1 µM],1%,-1.0%,2%,2%
CN(C)c1ccc(/C=N/NC(=O)CCC(=O)NCc2ccccc2)cc1,1%,-8%,-1%,-6%,-4%,0.3%,-1%,24%
Cc1cc(C)c(NC(=O)COC(=O)Cc2ccsc2)c(C)c1,1%,2%,?,7%,-9%,-4.1%,11%,1%
O=C(CN1CCN(C(=O)c2cccc(F)c2)CC1)Nc1ccccc1F,-5%,0%,1%,2%[46.1 µM],1%,3.0%,-6%,-9%
Oc1c(C(Nc2nccs2)c2ccc(C(F)(F)F)cc2)ccc2cccnc12 (stereo not given),2%,?,0%,-13%,-3%,16%,?,-2%
CCOC(=O)C(C)Sc1nc(=O)n2cccc(C)c2n1 (stereo not given),-4%,-1%,5%,1%,4%,2.9%,-1%,-2%
O=C(COC(=O)c1cccs1)NCc1ccc2c(c1)OCO2,-3%,-2%,-2%,-12%[46.1 µM],-15%,-0.6%,4%,-3%
COc1ccccc1N(CC(=O)NC(C)(C)C)C(=O)Cn1nnc(-c2ccc(C)o2)n1,0%,-2%,-2%,-6%[46.1 µM],-2%,-1.3%,-3%,6%
CCOc1ccc(NC(=O)N2CC=C(n3c(=O)[nH]c4ccccc43)CC2)cc1,2%,-14%,7%,-18%[46.1 µM],-4%,0.0%,1%,-17%
COc1cc(/C=C(\C#N)C(=O)NC(C)C)ccc1OCc1ccc(C(=O)O)cc1,0%,-3%,-1%,15%,-6%,1.2%,9%,-4%
C[C@@H]1C(c2cccc(Cl)c2)=NN(c2ccccc2)[C@H]1C(=O)N1CCOC1=O,-2%,?,?,nt,11%,3.0%,13%[81.3 µM],3%[119 µM]
CC1(C)S[C@@H]2[C@H](NC(=O)[C@@H](N)c3ccc(O)cc3)C(=O)N2[C@H]1C(=O)O,-7%[53 µM],nt,13%[21.7 µM],nt,-1%[53 µM],-0.4%[16.9 µM],nt,13%[29.1 µM]
CCOC(=O)CCS(=O)(=O)c1nc(-c2ccccc2)cc(C(F)(F)F)n1,2%,4%,3%,7.9µM*,-8%,-2.1%,1%,10%
O=S1(=O)CCN2C(Cc3ccc(SC(F)F)cc3)=CSC2=N1,-8%,-6%,1%,3%[46.1 µM],-1%,-4.2%,-8%,6%
Cc1ccc(Sc2ncccc2NC(=O)c2ccccc2Cl)cc1,-4%,-9%,13%,34%,-3%,0.1%,4%,8%
Nc1nc(Nc2ccccc2F)nc(N2CCOCC2)c1[N+](=O)[O-],-1%,-14%,-4%,-17%,3%,0.0%,-6%,2%
S=c1[nH]nc(-c2ccncc2)n1/N=C/C(Cl)=C\c1ccccc1,-2%,-20%,-5%,-41%,-4%,?,-12%,3%
O=C(NCC1CCCO1)C(=Cc1cccc([N+](=O)[O-])c1)C(=O)NCC1CCCO1 (stereo not given),-2%,-19%,-3%,9%,-9%,8.3%,-6%,0%
CC1CN(c2ccc([N+](=O)[O-])cc2C#N)CC(C)O1 (stereo not given),-2%,-1%,-2%,-14%,-9%,-7.0%,-3%,-17%
CCOc1ccc(C=O)cc1CN1CCCCC1,-5%,-4%,-4%,10%[46.1 µM],-2%,0.8%,0%,-1%
Cc1ccc(CSCC(N)C(=O)O)cc1 (stereo not given),1%,0%,1%,23%,-5%,-1.0%,6%,-2%
O=C1CC(c2ccccc2)C(=O)N1c1cccc(O)c1 (stereo not given),0%,-14%,6%,3%[46.1 µM],-12%,-2.1%,0%,0%
Cc1nc(-c2ccccc2)sc1-c1nc(-c2cccnc2)ncc1S(=O)(=O)c1ccccc1,2%,-18%,4%,?,4%,0.0%,7%,12%

# Grouped by structure, the compounds so far with a CF3 group (two)
SMILES,TR SRC2 fluor cs,Tau fluor counter,CBFb-RUNX1 inh,NPSR antagonist,TRb-SRC2 inh,Epigenetic reg,Tau FP inhib,aGal spleen mod
Oc1c(C(Nc2nccs2)c2ccc(C(F)(F)F)cc2)ccc2cccnc12 (stereo not given),2%,?,0%,-13%,-3%,16%,?,-2%
CCOC(=O)CCS(=O)(=O)c1nc(-c2ccccc2)cc(C(F)(F)F)n1,2%,4%,3%,7.9µM*,-8%,-2.1%,1%,10%

# Remaining list, next part:
SMILES,TR SRC2 fluor cs,Tau fluor counter,CBFb-RUNX1 inh,NPSR antagonist,TRb-SRC2 inh,Epigenetic reg,Tau FP inhib,aGal spleen mod
COc1ccc(C(=O)[C@H]2[C@H]3C(=O)N(c4ccc(C)cc4)C(=O)[C@H]3C3C=CC=NN32)cc1 (stereo not given in full),2%,-25%,-13%,1%,15%,-4.1%,-6%,4%
O=C(c1ccccc1)N1CCN(c2ccc([N+](=O)[O-])c(NCC3CCCO3)c2)CC1 (stereo not given),1%,-19%,-5%,-35%,2%,-0.7%[10.1 µM],-2%,4%
CC1CCN(C(=O)c2ccc(N(C)S(C)(=O)=O)cc2)CC1,0%,1%,0%,-6%[46.1 µM],-2%,0.0%,3%,1%
COc1ccc(-c2nn(-c3ccccc3)cc2/C=C/C(=O)O)cc1[N+](=O)[O-],-23%,-10%,-11%,-37%,21%,5.6%,0%,?
COC(=O)c1ccc(NC(=O)CCN2C(=O)CSC2=O)cc1,-1%,-2%[2.34 µM],4%,19%,1%,-0.1%,-8%[2.34 µM],-2%
CON/C=C(\C=Nc1ccc(C(F)(F)F)cc1)c1ncc(C(F)(F)F)cc1Cl,-2%,-3%,-1%,-2%[46.1 µM],0%,0.0%,-4%,-3%
COc1ccccc1CNC(=O)CCS(=O)(=O)c1ccc2c(c1)CCCN2C(C)=O,1%,-3%,8%,-7%[46.1 µM],-10%,-0.9%,-6%,-3%
C=C1N(c2ccccc2)C(=O)OC1(C)C,-4%,-6%,9%,20%,-20%,-0.1%,-12%,-2%
Cc1sc(NC(=O)c2ccco2)c(C(c2cccnc2)N2CCN(C)CC2)c1C (stereo not given),-1%,-1%,0%,?,4%,0.8%,-1%,-1%
CSc1cccc(NC(=S)N2CCC(N(C)C(C)C)CC2)c1,3%,0%,-2%,0%,3%,2.4%,-1%,-4%
CC12CCC(C(=O)NNc3ccc([N+](=O)[O-])cc3)(OC1=O)C2(C)C (stereo not given),-1%,11%,9%,13%,-2%,2.7%,3%,-4%
COc1ccc(C(=O)NCCN2C(=O)S/C(=C\c3cccnc3)C2=O)cc1[N+](=O)[O-],-6%,-13%,2%,-1%[7.67 µM],-1%,-1.4%,-3%,3%
Cc1ccc(-c2nc(CSCC(=O)N3CCN(c4ccccn4)CC3)c(C)o2)cc1,-3%,-9%,-7%,-13%[46.1 µM],-11%,0.0%,5%,-6%
O=C(O)C1CCCCC1C(=O)Nc1cccc(C(=O)N2CCCCC2)c1 (stereo not given),-1%,-13%,3%,-1%[46.1 µM],-4%,4.5%,1%,7%
COc1cccc(C(=O)Nc2c(C)nn(-c3ccccc3)c2C)c1,-2%,-1%,-5%,4%,1%,-1.3%,0%,-6%
O=C(CN1CCOCC1)Nc1ccccc1,-1%,-7%,7%,-4%[46.1 µM],-5%,-1.0%,-4%,6%
Cc1ccnc(NC(=O)COC(=O)C2COc3ccccc3O2)n1 (stereo not given),6%,-18%,3%,-6%[46.1 µM],-22%,-1.0%,5%,-5%

# Screens: PubChem, National Center for Advancing Translational Sciences (NCATS)
